Pol beta inh – qHTS Assay for Inhibitors of DNA Polymerase Beta; P06746; Pol beta primer extension/strand displacement, fluorescence kinetic; Potency, µM (highest dose often 114 µM), for the others: top-dose activity change, negative = inhibition, most hits filed as inhibitors; 1.3% of 340,000 active; AID 485314, 2010; further: potency means the concentration at half of the fitted maximal effect; on the % scale 0 is the no-effect control and ±100 the full control effect
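Values derive from four-parameter Hill fits of normalized kinetic data: reads at 0 and 10 min following addition of 50 nM substrate to 10 nM Pol beta preincubated 15 min with compound.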
APEX1 inh – qHTS Assay for Inhibitors of the Human Apurinic/apyrimidinic Endonuclease 1 (APE1). DNA repair nuclease/redox regulator APEX1 (Homo sapiens), P27695. Potency, µM (doses to about 65.8 µM), for inactives: at the highest dose activity change, negative = inhibition, most hits filed as inhibitors. recombinant APE1, TAMRA/BHQ-2 abasic DNA cleavage fluorescence. 0.35% of 350,000 active. AID 2517, 2012;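 further: potency means the concentration at half of the fitted maximal effect; plate controls were vehicle for no effect and reference inhibitor for full effect; nearly all actives have a fitted effect of over 55% in size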
Target sequence (P27695 whole entry, looked up): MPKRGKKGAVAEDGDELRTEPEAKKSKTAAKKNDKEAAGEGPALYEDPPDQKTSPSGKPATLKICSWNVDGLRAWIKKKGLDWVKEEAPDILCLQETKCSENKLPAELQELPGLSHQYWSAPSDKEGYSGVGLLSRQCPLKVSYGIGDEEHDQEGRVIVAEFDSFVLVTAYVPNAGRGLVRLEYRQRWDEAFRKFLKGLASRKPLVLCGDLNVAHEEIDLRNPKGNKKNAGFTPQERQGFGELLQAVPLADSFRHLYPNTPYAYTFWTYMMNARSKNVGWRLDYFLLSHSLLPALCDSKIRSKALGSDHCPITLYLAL
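Kinetic fluorescence read (525 ex/598 em nm, three reads 60 s apart) of AP-site incision; signal = third minus first read. Enzyme 0.75 nM, dual-labelled THF duplex 50 nM, compound preincubation 15 min RT.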
ERG Ets-DNA blk – qHTS for Small Molecule Inhibitors of the ERG Ets/DNA interaction. AID 624246, 2012. Transcriptional regulator ERG (Homo sapiens), P11308. 0.028% of 370,000 active. Potency, µM (highest dose often 76.9 µM), for the others: at the highest dose FP activity, negative = inhibition, hits mostly inhibitors. fluorescence polarization, His-ERG Ets domain / labelled DNA; active means well fitted inhibition curve with a large enough effect in the polarisation, with a control signal flat; inconclusive means small, poorly fitted or top-dose-only effect, or effect the other way, or a change in a side signal; inactive means no such curve, though single readings can be large or run the other way; the % refers to the polarisation;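 further: polarization taken with two DNA probes labelled with fluorescein and Texas red; potency means the concentration at half of the fitted maximal effect; % of control where 0% means no effect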
Target sequence (P11308 whole entry, looked up, the tested form may be a part): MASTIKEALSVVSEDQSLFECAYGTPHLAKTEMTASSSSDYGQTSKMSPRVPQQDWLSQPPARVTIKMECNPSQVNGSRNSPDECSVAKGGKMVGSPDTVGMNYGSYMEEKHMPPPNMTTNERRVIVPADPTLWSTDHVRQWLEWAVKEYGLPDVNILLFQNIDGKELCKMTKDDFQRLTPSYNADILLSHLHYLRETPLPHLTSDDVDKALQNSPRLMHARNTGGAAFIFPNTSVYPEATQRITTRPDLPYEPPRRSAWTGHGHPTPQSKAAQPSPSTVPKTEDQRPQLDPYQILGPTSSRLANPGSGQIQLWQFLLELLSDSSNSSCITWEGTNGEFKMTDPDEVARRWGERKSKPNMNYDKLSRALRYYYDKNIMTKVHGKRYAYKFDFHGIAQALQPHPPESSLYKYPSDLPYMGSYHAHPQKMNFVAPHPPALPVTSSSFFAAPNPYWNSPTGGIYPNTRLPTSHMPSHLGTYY
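His-tagged ERG Ets domain (1 uM in the protein solution; 300mM KCl, 50mM Tris-HCl, 1mM EDTA, 1mM DTT, pH 7.5) received compound, then a probe mix of 5 nM fluorescein-DNA and 100nM Texas-615-DNA. Fluorescence polarization was read for both dyes.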
BLM inh – qHTS Assay for Inhibitors of Bloom's syndrome helicase (BLM) | RecQ-like DNA helicase BLM (Homo sapiens), P54132 | Potency, µM (series often up to 56.1 µM), for the others: at the highest dose activity change, negative = inhibition, usual class: inhibitors | recombinant BLM DNA unwinding, fluorescence dequenching | 0.2% of 350,000 active;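 further: potency means the concentration at half of the fitted maximal effect; plate controls were vehicle for no effect and no enzyme for full effect; nearly all actives have a fitted effect of over 35% in size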
TRHR ag – qHTS for Small Molecule Agonists and Allosteric Enhancers of Human TRH Receptor: Primary Screen for Agonists. TRHR cells, calcium flux fluo-8, FDSS agonist mode. Thyrotropin-releasing hormone receptor (Homo sapiens), P34981. activation, % at 2 µM. 0.18% of 360,000 active. AID 493084, 2011; in the data active means activation above about 30%; further: 0% is about no effect
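TRHR-expressing cells loaded with fluo-8 calcium dye; 23 nL library compound pin-transferred, kinetic FDSS fluorescence (Ex 480/Em 530) recorded about 180 s for agonist-induced calcium release, before a 10 nM TRH EC20 addition for potentiator mode.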
Pol iota inh – qHTS for Inhibitors of Polymerase Iota | Potency, µM (titrated, usually from 115 µM), inactives show top-dose activity, negative = inhibition, hits mostly inhibitors | 1% of 390,000 active | Pol iota fluorescent replication assay, 10 min; further: potency means the concentration at half of the fitted maximal effect
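Pol iota at 10 nM preincubated 15 min with compounds at room temperature; reaction started with fluorescent substrate, 50 nM final. Fluorescence read kinetically at 0 and 10 min; buffer-only wells as negative control.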
12-LOX inh – Primary qHTS assay for inhibitors of human arachidonate 12S-lipoxygenase (ALOX12): Round 2. purified 12hLO, xylenol orange hydroperoxide absorbance. Polyunsaturated fatty acid lipoxygenase ALOX12 (Homo sapiens), P18054. Potency, µM (series often up to 108 µM), for the others: at the top dose activity change, negative = inhibition, most hits filed as inhibitors. 1.1% of 580,000 active; further: potency means the concentration at half of the fitted maximal effect; on the % scale 0 is the no-effect control and ±100 the full control effect
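Purified human 12hLO (150 nM final) in 25 mM Hepes, 0.01% Triton X-100, pH 7.0 was preincubated 15 min at room temperature with compound. Then 40 uM arachidonic acid was added, 30 min. Hydroperoxide was read by Fe-XO absorbance ratio 573/405 nm.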
POLK inh – qHTS for Inhibitors of Polymerase Kappa. 0.53% of 400,000 active. AID 588579, 2011. purified Pol kappa, fluorescent DNA synthesis assay, 10 min. Potency, µM (titrated, usually from 107 µM), for inactives: at the highest dose activity, negative = inhibition, actives largely listed as inhibitors; further: potency means the concentration at half of the fitted maximal effect; on the % scale 0 is the no-effect control and ±100 the full control effect
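First, compounds were pin-transferred onto 10 nM Pol kappa. After 15 min at room temperature, substrate was added to 50 nM final. Fluorescence was then measured kinetically at 0 and 10 min.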
Apoferritin bind – qHTS Assay for Identification of Novel General Anesthetics. Ferritin light chain (Equus caballus), P02791. apoferritin/1-aminoanthracene competitive binding, fluorescence. Potency, µM (series often up to 77.5 µM), inactives show at the highest dose activity change, negative = displacement, actives largely listed as inhibitors. 0.074% of 350,000 active. AID 485281, 2010; further: potency means the concentration at half of the fitted maximal effect; on the % scale 0 is the no-effect control and ±100 the full control effect; nearly all actives have a fitted effect of over 20% in size
Target sequence (P02791 2-175 limits assumed): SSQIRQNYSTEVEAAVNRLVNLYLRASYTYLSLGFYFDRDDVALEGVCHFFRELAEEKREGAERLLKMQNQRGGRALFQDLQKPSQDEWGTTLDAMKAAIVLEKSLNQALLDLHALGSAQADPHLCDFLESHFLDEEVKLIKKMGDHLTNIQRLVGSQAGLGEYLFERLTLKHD
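Horse-spleen apoferritin (10 uM) was mixed with 50% saturated 1-aminoanthracene in PBS, exposed to compounds for 10 min at room temperature, and read for fluorescence (ex 380 nm, em 535 nm). Competitive displacement was fitted with a four-parameter Hill equation.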
* hit, by the source's call; ? = inconclusive; nt = not tested or not shown; [ ] = dose if it differs, or a comment. Unless noted, the call rests on the fitted dose curve; in most records, active means well fitted curve in the direction sought with a large enough effect; inconclusive means small, poorly fitted or top-dose-only effect, or another doubt; inactive means no such curve, though single readings can be large; an effect the other way counts as inactive or inconclusive. These rows are one share of the data. The share of hits here may be higher or lower than overall.

Values run as follows: Pol beta inh	APEX1 inh	ERG Ets-DNA blk	BLM inh	TRHR ag	Pol iota inh	12-LOX inh	POLK inh	Apoferritin bind
1: COc1ccc(-c2nc(CSCC(=O)NCc3ccc4c(c3)OCO4)c(C)o2)cc1
 : 8%	-1%	-14%	-3%	0.1	-2%	5%	10%	-24%
2: FC(F)(F)c1cccc(NC(=S)N2CCN(c3cccc(C(F)(F)F)c3)CC2)c1
 : 38%[activator]	-3%	-1%	1%	0.6	9%	4%	-12%	-7%
3: Cc1ccc(C(C(=O)NC2CCCCC2)N(Cc2ccco2)C(=O)Cc2c[nH]c3ccccc23)o1 (stereo not drawn)
 : -24%	-5%	-7%	-10%	-0.7	6%	?	0%	-1%
4: O=C(NNC(=S)NC1CCCCC1)c1sc2ccccc2c1Cl
 : ?	7%	8%	-3%	0.6	2%	-30%	-8%	-6%
5: CC(=O)CSc1nc(N)c(C#N)c(-c2cccs2)c1C#N
 : 2%	2%	-1%	-7%	0.2	4%	3%	-21%	8%
6: COc1ccc(CNC(=O)CN(Cc2ccc(Cl)cc2)S(=O)(=O)c2ccccc2)cc1
 : -1%	-1%	0%	-9%	1.8	2%[58.9 µM]	0%	-5%	27%
7: O=C(Cc1ccccc1)Nc1nnc(-c2cccc([N+](=O)[O-])c2)s1
 : -1%	-1%	1%	-12%	0.4	5%	15%	-3%	-3%
8: Fc1ccc(-c2onc3ccc(C4OCCO4)cc23)cc1
 : 3%	-1%	-4%	-1%	-0.1	69%[activator]	-6%	-17%	2%
9: Nc1[nH]n(-c2c(Cl)cc(Cl)cc2Cl)c(=O)c1N=Nc1ccc(S(=O)(=O)Nc2ncccn2)cc1
 : nt	18%	1%	nt	nt	?	-21%	-25%	nt
10: COc1cccc(CNC(=O)c2cccc(S(=O)(=O)N3CCN(c4ccc(F)cc4)CC3)c2)c1
 : nt	-14%	6%	nt	1.9	34%[activator]	-15%	-5%	nt
11: CCNc1ccc(S(=O)(=O)N2CCCCC2)cn1
 : nt	-16%	-2%	nt	0.7	11%	-2%	0%	nt
12: S=c1nc(-c2ccccc2)n(CCCN2CCOCC2)c2c1CCCC2
 : -15%	2%	nt	-3%	0.7	22%	-6%	-5%[60.1 µM]	-11%
13: COC(=O)Nc1ccc(S(=O)(=O)Nc2ccccc2F)cc1
 : -2%	-1%	-11%	1%	-0.5	10%	2%	-15%	-21%
14: Cc1ccc2nc(N3CCC(C(=O)N4CCN(c5cccc(C)c5C)CC4)CC3)[nH]c2c1
 : 7%	nt	-13%	-1%	-1.1	10%	?	-12%[60.1 µM]	-15%
15: COc1ccc(-c2[nH]ncc2CN(C)Cc2cccnc2)c(F)c1
 : -12%	2%	2%	0%	0.3	26%	10%	3%	-4%
16: CC(=O)N1CCN=C1SCc1cccc(F)c1
 : 2%	-6%	-4%	2%	0.0	?	7%	-9%	-11%
17: Cc1cc(C)c(OCC(=O)OCC(=O)N2c3ccccc3CC2C)c(C)c1 (stereo not drawn)
 : nt	-11%	-7%	nt	0.3	14%	3%	-4%	nt
18: O=S(=O)(NCCc1csc(-c2ccc(F)cc2)n1)c1ccc(F)cc1F
 : -3%	nt	5%	0%	-0.9	-19%	?	2%[60.1 µM]	?
19: CCCNc1nc(C)cc(-c2cc(-c3ccccc3)on2)n1
 : -19%	-1%	-1%	-4%	-0.5	-1%	0%	-12%	-21%
20: COc1ccc(Br)cc1CNC(=O)CSc1cc(=O)n(C)c2ccccc12
 : 24%	nt	-1%	1%	-0.3	-1%	-27%	-4%	1%
21: CCOC(=O)c1c(NC(=O)Cn2nc(C(F)F)cc2C(F)F)sc(C)c1C
 : -6%	0%	-7%	-14%	-0.6	25%	-22%	-12%	0%
22: CN(C)c1ccc(N=Cc2nc(-c3ccccc3)oc2OC(=O)c2cccc(Br)c2)cc1
 : 19%	-2%	6%	-3%	2.2	35%[activator]	?	-18%	7%
23: O=C(c1cccc(F)c1)N1CCC2(CCN(Cc3ccncc3)CC2)CC1
 : nt	17%	nt	5%	nt	nt	-4%[57.4 µM]	-3%[60.1 µM]	nt
24: Cc1cc(=O)n(Cc2ccc(Cl)cc2)c2c1c(C)nn2-c1ccccc1
 : 3%	nt	4%	-2%	-0.7	-6%	-5%	24%	0%
25: CCOc1ccc(NC(=O)COc2ccc3c(c2)CCC3)cc1OC
 : nt	43%	14%	nt	-0.8	-7%	192%[activator]	11%	nt
26: Cc1ccnc(NC(=O)c2ccc3c(c2)NC(=O)C(C)S3)c1 (stereo not drawn)
 : nt	-11%	15%	nt	0.4	?	98%[activator]	-5%	nt
27: Cc1ccc(C)c(N2CCN(C(=O)c3ccc(NC4=NC5CS(=O)(=O)CC5S4)cc3)CC2)c1 (stereo not drawn)
 : 4%	13%	-16%	-2%	0.3	3%	6%	-1%	-9%
28: CN(C)c1cc[n+](CC(=O)Nc2ccc(Cl)cc2)cc1
 : 5%	-4%	-7%	-8%	1.5	-14%	0%	-17%	-7%
29: CN(CC(=O)Nc1cccc(F)c1)C(=O)c1ccccc1OCCOc1ccccc1
 : nt	-12%	-1%	nt	0.3	6%	-11%	-14%	nt
30: O=C(c1cccs1)N1CCN(c2ncc(Br)cn2)CC1
 : 3%	-5%	-5%	-3%	-0.1	-7%	51%[activator]	2%	2%
31: Cc1c(C(=O)NCCSCc2c(Cl)cccc2Cl)cccc1[N+](=O)[O-]
 : -2%	-11%	13%	-7%	-2.7	5%	0%	-11%	?
32: COc1ccc(N2C(=O)C3C(C2=O)C2C=CC3C23CC3)c(OC)c1 (stereo not drawn)
 : 2%	3%	-2%	-1%	-0.3	?	0%	1%	-20%
33: Cc1ccc(-n2c(C)nc3c(cnn3-c3ccc(F)cc3)c2=O)cc1C
 : ?	1%	-13%	0%	-0.1	10%	-15%	-4%	-5%
34: Cc1ccc(NC(=O)CN2C=NS(=O)(=O)c3ccccc32)c(C)c1
 : -23%	nt	0%	1%	0.1	-3%	-22%	-7%[60.1 µM]	-12%
35: O=C(Oc1cccc2cccnc12)c1ccccc1
 : nt	-3%	nt	3%	nt	nt	nt	-5%[60.1 µM]	-14%
36: CN(C)C(CNC(=S)Nc1cccc(Cl)c1)c1ccccc1 (stereo not drawn)
 : -3%	0%	-30%	-5%	1.2	147%[activator]	-29%	-2%	-15%
37: CCOc1ccc(CNS(=O)(=O)c2c(C(=O)N3CCCC3)c(C)n(C)c2C)cc1OC
 : 4%	-3%	2%	-1%	0.7	42%[activator]	1%	-13%	-4%
38: CCOC(=O)C(C)Oc1cccc2c(=O)n(CC(=O)NCc3ccco3)ccc12 (stereo not drawn)
 : 3%	1%	-1%	-3%	-1.4	-19%	nt	-10%	4%
39: O=C(NNc1c2ccccc2nc2ccccc12)c1cccc(O)c1
 : ?	-12%	?	-10%	-0.6	-3%	-19%	-28%	-3%
40: CCOc1ccc(C2=NNC(c3cccnc3)=Nc3ccc(OC)cc32)cc1
 : 0%	-1%	21%	-2%	-0.6	-6%	-5%	-6%	?
41: CCN1CCN(C(c2ccc(C)cc2)c2sc3nc(-c4ccco4)nn3c2O)CC1 (stereo not drawn)
 : 1%	nt	-2%	1%	-0.1	-2%	-13%	0%[60.1 µM]	-11%
42: O=S(=O)(N1CCCCC1)N1CCN(c2ccccc2F)CC1
 : 1%	-3%	nt	-2%	0.4	-7%	5%	3%	-19%
43: COc1ccc(CC(=O)Nc2ccc(-c3nc4cc(C)ccc4o3)c(O)c2)cc1OC
 : ?	-4%	5%	-5%	1.1	-10%	0%	?	1%
44: OC1CCNC(=S)N1c1ccccc1 (stereo not drawn)
 : -2%	9%	-6%	3%	0.6	113%[activator]	?	-1%	-3%
45: O=C(NCc1cccnc1)C1CC(c2ccc(F)cc2)=NO1 (stereo not drawn)
 : 32%	9%	1%	0%	0.3	13%	14%	-7%	-4%

Copied from above, entries 38 to 39
Values run as follows: Pol beta inh	APEX1 inh	ERG Ets-DNA blk	BLM inh	TRHR ag	Pol iota inh	12-LOX inh	POLK inh	Apoferritin bind
38: CCOC(=O)C(C)Oc1cccc2c(=O)n(CC(=O)NCc3ccco3)ccc12 (stereo not drawn)
 : 3%	1%	-1%	-3%	-1.4	-19%	nt	-10%	4%
39: O=C(NNc1c2ccccc2nc2ccccc12)c1cccc(O)c1
 : ?	-12%	?	-10%	-0.6	-3%	-19%	-28%	-3%

Continuation:
Values run as follows: Pol beta inh	APEX1 inh	ERG Ets-DNA blk	BLM inh	TRHR ag	Pol iota inh	12-LOX inh	POLK inh	Apoferritin bind
46: COc1ccc(OC)c(C2=NOC(C(=O)N3CCCc4ccccc43)C2)c1 (stereo not drawn)
 : 3%	-7%	-3%	-4%	0.5	-6%	46%[activator]	-11%	2%
47: CCc1cccc(C)c1NC(=O)N(C)C1CCCCC1
 : 2%	2%	1%	3%	1.5	-5%	0%	-8%	-5%
48: COc1cccc(NC(=O)CCc2nc(-c3ccccc3F)no2)c1
 : -27%	1%	-2%	-13%	-0.7	-10%	-17%	-7%	?
49: CC1(C)OC1COc1c2ccoc2cc2oc(=O)ccc12 (stereo not drawn)
 : ?	2%	-2%	-3%	-1.1	-28%	-1%	-5%	-3%

Bioassay records (PubChem)
